Compound activity (PubChem BioAssay)
Vif inh: HIV Vif self-association inhibitors, primary screen, imaging, HEK293T, single point. HEK293T cells, Vif self-association by quenched fluorescence, 24 h. inhibition, % at 7.49 µM. 0.35% of 340,000 active. AID 602346, 2012; in the data active = inhibition above about 50%, passing the limit was not always enough; note: some results filed as inactive read as strong as hits
Exocytosis inh: LAMP-1 surface exposure blockers, TALL-104 cells – cell-based, flow cytometry, MLPCN library, primary screen; TALL-104 LAMP-1 surface exposure; cells stimulated with thapsigargin and PMA; inhibition, % at 10 µM; 0.66% of 360,000 active; AID 651702, 2012;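 active = inhibition above about 55%, limit read from the data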
N-glyco inh: increase of ERlucT glycosylation luciferase signal, primary screen, N-linked glycosylation inhibitor project, D54 ERlucT cells, luminescence, set 2; reporter increase, % at 12.5 µM; D54 ERlucT glycosylation luciferase reporter, 24 h; percent of 100 nM tunicamycin response; AID 588692, 2011; 0.23% of 360,000 active;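 active = mean luciferase reporter signal, scaled so untreated is 0 and the glycosylation-blocking control 100, at or above a set limit in every replicate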;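 note: luciferase carries N-glycosylation sites so blocking glycosylation raises the light; 0% = median of neutral control wells and 100% = median of 100 nM tunicamycin wells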
ABCB6 inh MLPCN: ABCB6 transporter inhibitors, primary screen, K562-ABCB6 cells, flow cytometry, MLPCN library; ATP-binding cassette sub-family B member 6 (Homo sapiens), Q9NP58; K562-ABCB6 porphyrin accumulation, 1 h; hits give low values; fluorescence ratio to DMSO, % at 10 µM; 0.19% of 360,000 active;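 active = fluorescence ratio to DMSO below 75%, the collection mean minus 3 SD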;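 note: signal is porphyrin accumulated inside mitochondria; 100% equals median channel fluorescence of DMSO control wells; lower ratio means ABCB6 inhibition with less porphyrin fluorescence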
MC4R antagonist: MC4R antagonists of cAMP signaling, primary screen, cell-based, TR-FRET, antagonist arm of biased-ligand search. MC4R-expressing cells, MTII-stimulated cAMP, LANCE TR-FRET. inhibition, % at 6.5 µM. 0.48% of 360,000 active;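 active = inhibition above its plate's cutoff, the mean of tested wells on that plate plus 3 SD, cut at about 29% in these data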;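 note: 0% = Melanotan II alone and 100% = Melanotan II plus saturating MCL0020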
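Assay system: U2OS-MC4R stable cell line; Also added: Melanotan II; Technique: Eu-cAMP/anti-cAMP TR-FRET, emission 671 nm; Times: 30-min compound, 1-h challenge, 1-h detection, room temperature.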
MC4R ag barr: MC4R agonists recruiting beta-arrestin, primary screen, cell-based, luminescence, agonist arm of biased-ligand search; activation, % at 8.9 µM; 0.98% of 360,000 active; U2OS MC4R beta-arrestin complementation; percent of melanotan II response, DMSO zero; Melanocortin receptor 4 (Homo sapiens), P32245;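 active = activation above a per-plate cutoff, the mean activation of sample wells on that plate plus 3 SD, cut at about 8% in these data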
NOD2 RIPK2 PPI: NOD2-RIPK2 binding disruptors in cells, primary screen, fluorescence, CHO cells, BLA complementation; 0.38% of 360,000 active; inhibition, % at 4.98 µM; CCF4 ratio; Receptor-interacting serine/threonine-protein kinase 2 (Homo sapiens), O43353; in the data active = inhibition above about 21%;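 note: 0% = vehicle only and 100% = reference blocker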
TLR9-MyD88 inh: inhibitors of TLR9-MyD88 association in cells, primary screen, cell-based, CHO, BLA complementation, fluorescence; 0.21% of 340,000 active; CCF4 FRET ratio; AID 504734, 2011; inhibition, % at 4.98 µM; Toll-like receptor 9 (Homo sapiens) + Myeloid differentiation primary response protein …;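 active = inhibition above the mean over all tested compounds plus 3 SD, cut at about 21% in these data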;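 note: 0% = DMSO only wells and 100% = clavulanate BLA inhibitor control wells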
aDG glyco act: activators of alpha-DG glycosylation, primary screen, uHTS, Pro5-aDG cells, AlphaScreen; AID 624168, 2012; 0.22% of 360,000 active; alpha-DG glycosylation AlphaScreen (IIH6); 0% Pro5, 100% B10-LARGE cell signal; activation, % at 10 µM;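 active = activation of at least 8% versus controls, or a plate z-score of at least 8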;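 note: Pro5 are CHO cells carrying HIG-tagged alpha-DG that lacks glycosylation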
ABHD5-PLIN5 inh: ABHD5-PLIN5 interaction inhibitors, primary screen, cell lysate, split luciferase complementation, luminescence; 0.78% of 360,000 active; Perilipin-5 (Homo sapiens) + 1-acylglycerol-3-phosphate O-acyltransferase ABHD5 (Homo …; Split G. princeps luciferase complementation, 4 h; inhibition, % at 4 µM;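 active = inhibition above the mean inhibition across every tested compound plus 3 SD, cut at about 22% in these data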;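 note: 0% = DMSO only wells and the 100% control is not disclosed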
Target sequence (Q00G26 whole entry, looked up): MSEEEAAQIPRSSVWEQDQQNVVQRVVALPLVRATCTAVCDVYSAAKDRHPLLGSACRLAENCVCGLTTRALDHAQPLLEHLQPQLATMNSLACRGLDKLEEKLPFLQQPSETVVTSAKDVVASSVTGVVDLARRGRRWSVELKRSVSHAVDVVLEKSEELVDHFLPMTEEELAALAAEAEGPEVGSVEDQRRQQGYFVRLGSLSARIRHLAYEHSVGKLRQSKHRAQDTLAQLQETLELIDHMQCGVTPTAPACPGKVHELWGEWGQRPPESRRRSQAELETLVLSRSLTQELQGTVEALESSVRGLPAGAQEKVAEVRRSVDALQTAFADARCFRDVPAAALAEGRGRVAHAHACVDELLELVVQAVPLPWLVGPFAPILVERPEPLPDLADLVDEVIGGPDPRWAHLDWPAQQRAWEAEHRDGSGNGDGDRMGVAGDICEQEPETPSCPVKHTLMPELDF
Target sequence (Q8WTS1 whole entry, looked up): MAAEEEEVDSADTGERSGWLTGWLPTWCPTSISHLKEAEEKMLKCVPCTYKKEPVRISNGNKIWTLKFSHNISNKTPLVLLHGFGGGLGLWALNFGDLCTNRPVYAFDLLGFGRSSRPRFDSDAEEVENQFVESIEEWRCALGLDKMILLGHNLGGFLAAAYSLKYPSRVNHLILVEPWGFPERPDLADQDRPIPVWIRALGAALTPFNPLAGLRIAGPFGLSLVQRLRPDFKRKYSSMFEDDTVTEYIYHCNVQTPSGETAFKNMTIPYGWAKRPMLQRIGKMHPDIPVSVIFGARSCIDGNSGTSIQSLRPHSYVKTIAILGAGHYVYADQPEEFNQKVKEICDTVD
The depositor's hits bear a star; . = not tested or not shown. The list is partial; rates above refer to the full screens.

Vif inh	Exocytosis inh	N-glyco inh	ABCB6 inh MLPCN	MC4R antagonist	MC4R ag barr	NOD2 RIPK2 PPI	TLR9-MyD88 inh	aDG glyco act	ABHD5-PLIN5 inh	mol
-0.3	-1.0	1.2	96.0	-0.3	-2.1	-12.3	-11.4	0.3	6.6	COC(=O)c1cc(Br)c(=O)n(Cc2ccc3c(c2)OCO3)c1
10.4	2.1	0.6	100.0	4.4	-4.6	-6.7	2.9	-0.4	-0.5	c1coc(-c2ccnc(-n3cccc3)n2)c1
.	-1.7	1.8	98.0	19.4	1.2	-2.0	-11.3	0.0	-9.7	CC1Cc2nc(SCC(=O)Nc3ccc4c(c3)OCO4)n(-c3ccc(F)cc3)c(=O)c2S1 (configuration not stated)
3.6	-1.7	-8.3	93.0	9.1	0.0	6.4	2.3	0.5	10.2	CCCc1nnc(NC(=O)CCS(=O)(=O)c2ccccc2)s1
-13.1	-8.3	2.0	95.0	12.1	-0.6	0.6	-2.7	-0.5	2.9	COc1cc(C(=O)Nc2nc(-c3ccc(C)cc3)cs2)ccc1OCC(=O)N1CCOCC1
.	-0.6	1.3	97.0	-2.6	0.3	-5.8	3.2	-0.1	-0.4	Cc1ccc(N(C(=O)C2CCCO2)C2C=CS(=O)(=O)C2)cc1Cl (configuration not stated)
10.7	0.8	-1.5	93.0	-13.1	-0.1	-1.1	-10.0	-0.1	-0.1	Cc1c(C)n(C)c2ccc([N+](=O)[O-])cc12
10.9	-4.7	4.6	92.0	2.2	0.1	4.2	6.7	-0.1	-5.6	COc1ccc(-c2cc(C(F)(F)F)nc(NCc3ccco3)n2)cc1OC
2.8	4.2	1.7	97.0	14.2	-1.6	0.6	-12.7	-0.1	-3.7	C=CCn1c(-c2ccccc2OCC)n[nH]c1=S
1.1	-2.9	-1.5	90.0	14.8	5.4	-1.1	-6.9	0.6	-4.3	Cc1ccc(-c2nnc(-c3ccccc3S(=O)(=O)Cc3ccc(Cl)cc3)o2)cc1
-0.5	6.8	0.5	103.0	19.2	0.1	-8.4	4.6	-0.1	0.8	CCC(=O)NC1CCN(C(=S)NC)CC1
14.9	-4.4	-1.9	108.0	24.2	2.0	-6.3	-8.2	0.1	0.4	CC(C)NC(=S)N1CCN(C(c2ccccc2)c2ccccc2)CC1
-4.9	-0.5	0.3	94.0	3.2	-0.3	0.1	-7.3	-0.2	-4.0	COc1cc(NC(=O)c2cc(-n3cnnc3)ccc2Cl)cc(OC)c1
-4.1	-4.2	-2.4	102.0	10.3	0.7	-2.2	-6.5	0.1	-4.6	O=C(C1CCCN1S(=O)(=O)c1cccc2cccnc12)N1CCc2ccccc2C1 (configuration not stated)
-3.1	-1.4	-1.2	99.0	-2.8	-0.3	0.2	-0.7	-0.1	6.3	O=C(Cn1c(=O)oc2ccc(Cl)cc21)Nc1ccon1
2.9	7.1	1.6	89.0	-9.3	-1.2	-2.1	-5.8	2.5	1.3	Cc1ccc[n+](-c2[nH]c(=O)sc2/C=N/NC(=O)c2ccccc2[O-])c1
-6.3	-8.2	2.3	96.0	6.8	-2.2	-4.5	-4.0	0.0	7.1	CC(C)CC(C(=O)O)N1C(=O)C2C3c4ccccc4C(c4ccccc43)[C@@H]2C1=O (some centres not stated)
-2.3	-0.6	-4.5	96.0	2.2	-2.5	-5.4	3.6	-0.2	-2.9	O=C(Nc1ccc(N2CCN(C(=O)c3ccco3)CC2)cc1)c1ccc(Br)cc1
5.7	-6.3	-1.5	98.0	0.4	-1.3	1.0	7.8	0.4	-6.3	Cn1c(SCC(=O)Nc2ccc3c(c2)OCO3)nnc1-c1cnccn1
-0.5	-8.8	2.9	96.0	0.9	-2.1	-19.8	-3.8	-0.1	-2.7	O=C(O)CNc1nc(-c2ccccc2)nc2c1oc1ccccc12
-1.4	-3.5	-2.2	93.0	10.5	-1.8	-3.0	8.6	-0.1	-5.4	O=C(CN1CCOCC1)Nc1cc(C(F)(F)F)ccc1Cl
4.2	-0.1	-1.1	92.0	7.2	-0.5	-10.7	2.9	1.5	6.8	O=C(Cc1c(F)cccc1Cl)N1CCN(S(=O)(=O)c2cccs2)CC1
0.7	5.2	1.6	90.0	-5.5	0.3	-2.0	2.8	-0.1	-1.9	Cc1cnc(NC(=O)Nc2ccc(Cl)cc2)s1
-5.1	-6.1	-1.7	100.0	5.7	-1.1	4.5	0.7	0.2	-4.1	C=CCOc1ccc2c3c(c(=O)oc2c1)CCCC3
-2.2	8.6	0.3	101.0	1.5	-0.6	-0.2	10.1	0.0	-3.6	O=C(COc1ccccc1)Nc1ccc2c(c1)C(=O)N(CC1CCCO1)C2=O (configuration not stated)
-2.1	1.8	-13.1	96.0	11.8	1.5	-3.1	-11.0	0.0	-20.2	CCCC(=O)Nc1nc(C)c(-c2csc(Nc3ccc(Cl)cc3)n2)s1
-5.0	-28.0	-0.7	95.0	9.5	-2.1	6.1	8.2	0.2	1.6	Cc1c(C)c(C)c(S(=O)(=O)N2CCC3(CC2)OCCO3)c(C)c1C
13.9	3.3	1.5	97.0	12.6	-0.9	-1.2	-4.7	-0.3	1.6	COc1ccc(C(=O)COC(=O)CNC(=O)c2ccc(OC)cc2)cc1
2.5	-1.6	28.0*	98.0	10.2	-0.2	-9.2	5.5	-0.1	6.6	O=C(Nc1cccc(F)c1)c1cc(S(=O)(=O)N2CCOCC2)ccc1N1CCCC1
-18.1	5.8	1.2	102.0	24.7	-0.2	-2.8	-1.1	0.3	-0.2	COc1ccc2[nH]c3c(=O)n(N)c(=O)[nH]c3c2c1
12.4	-3.2	0.7	97.0	0.8	-1.3	2.5	3.4	-0.1	-1.5	O=C1COc2ccc(S(=O)(=O)CCC(=O)NC3CCCCC3)cc2N1
-11.3	-0.3	0.4	92.0	0.3	-1.2	-6.1	1.9	-0.1	-8.5	COC(=O)c1c(C)[nH]c(C(=O)C(C)OC(=O)C2=NNC(=O)CC2)c1C (configuration not stated)
-15.4	1.7	0.4	100.0	9.3	-0.5	0.2	-4.8	0.0	-3.1	O=C(CN1C(=O)COc2ccccc21)NCc1ccccn1
-0.8	0.5	-1.1	98.0	0.6	-0.1	7.7	-8.5	-0.1	7.1	COc1ccc(-c2noc(CCC(=O)N3CCN(c4ccc(C(F)(F)F)cc4)CC3)n2)cc1
-4.6	-2.7	-0.2	99.0	0.1	-2.2	-8.0	1.9	0.7	-5.0	O=C(/C=C/c1ccccc1Cl)N1CCN(c2ncccn2)CC1
-17.3	-5.0	0.5	88.0	12.3	-0.1	-2.4	3.0	0.0	1.0	CCOC(=O)c1c(NC(=O)CN2C(=O)NC(C)(c3ccc(Cl)cc3)C2=O)sc(C(=O)NC)c1C (configuration not stated)
-2.6	-2.1	-0.1	96.0	8.6	-0.8	-11.5	8.8	0.2	1.0	CCc1ccc(S(=O)(=O)NCc2ccc(N3CCN(C)CC3)cc2)cc1
4.0	5.4	0.2	103.0	2.8	-1.4	3.6	3.4	0.1	-9.3	Cc1ccc2nc(NC(=O)COC(=O)CSc3nc(C)cc(C)n3)sc2c1
-11.5	12.2	0.4	98.0	6.1	-0.7	-6.8	-2.2	0.0	-0.8	c1ccc(-c2cn(-c3ccccc3)c3[n+]2CCCS3)cc1
-3.5	12.9	-0.6	103.0	3.7	-0.1	7.2	-5.0	-0.1	5.7	O=C(NCCCN1CCOCC1)c1ccc2c(c1)N(Cc1ccc(Cl)cc1)C(=O)c1ccccc1S2=O (configuration not stated)

Some of the entries so far, as tab-separated lines.
SMILES	Vif inh	Exocytosis inh	N-glyco inh	ABCB6 inh MLPCN	MC4R antagonist	MC4R ag barr	NOD2 RIPK2 PPI	TLR9-MyD88 inh	aDG glyco act	ABHD5-PLIN5 inh
CCOC(=O)c1c(NC(=O)CN2C(=O)NC(C)(c3ccc(Cl)cc3)C2=O)sc(C(=O)NC)c1C (configuration not stated)	-17.3	-5.0	0.5	88.0	12.3	-0.1	-2.4	3.0	0.0	1.0
COc1ccc(-c2cc(C(F)(F)F)nc(NCc3ccco3)n2)cc1OC	10.9	-4.7	4.6	92.0	2.2	0.1	4.2	6.7	-0.1	-5.6
CC1Cc2nc(SCC(=O)Nc3ccc4c(c3)OCO4)n(-c3ccc(F)cc3)c(=O)c2S1 (configuration not stated)	.	-1.7	1.8	98.0	19.4	1.2	-2.0	-11.3	0.0	-9.7

Next section
Vif inh	Exocytosis inh	N-glyco inh	ABCB6 inh MLPCN	MC4R antagonist	MC4R ag barr	NOD2 RIPK2 PPI	TLR9-MyD88 inh	aDG glyco act	ABHD5-PLIN5 inh	mol
-0.4	7.2	2.2	102.0	19.2	1.7	5.0	-11.7	0.0	2.6	COC(=O)C1=NN(C(=O)c2ccccc2)C(C)(O)C1 (configuration not stated)
1.5	3.8	2.0	106.0	4.5	-1.8	-0.9	-4.8	0.3	-4.7	COc1ccccc1NS(=O)(=O)N(C)C
2.4	-2.6	1.1	104.0	3.4	-1.4	-17.8	0.6	-0.2	-2.9	CC(NC(=O)COC(=O)c1cc([N+](=O)[O-])ccc1N1CCOCC1)c1ccccc1 (configuration not stated)
-4.9	-1.5	-0.3	104.0	11.7	-1.0	-0.4	7.1	-0.6	3.3	O=C(O)Cc1nn(Cc2ccc(Cl)cc2)c(=O)c2ccccc12
0.6	0.9	-0.8	99.0	9.9	1.8	11.2	-12.6	0.7	-6.4	COc1ccccc1[C@H]1C(c2ccc(F)cc2)=NN(c2ccccc2)[C@@H]1CO
